Screens as filed in PubChem.
pPAFAH inh: pPAFAH enzyme inhibitors, primary screen, biochemical, fluorescence polarization, human. Platelet-activating factor acetylhydrolase (Homo sapiens), Q13093. recombinant pPAFAH, FP-rhodamine probe fluorescence polarization. inhibition, % at 3.39 µM. 1.5% of 330,000 active. AID 463082, 2010;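 active means inhibition above the mean inhibition across the screen plus 3 SD, cut at about 25% in these data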;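 further: inhibitors block binding of the rhodamine activity-based probe so polarization drops; 0% = enzyme with DMSO and 100% = wells lacking pPAFAH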
PREPL inh: PREPL enzyme inhibitors, primary screen, biochemical, fluorescence polarization | Prolyl endopeptidase-like (Homo sapiens), Q4J6C6 | recombinant PREPL, fluorescence polarization activity-based probe | inhibition, % at 5.96 µM | 0.68% of 320,000 active | AID 2751, 2010; in the data active means inhibition above about 43%;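 further: 0% = enzyme with DMSO and 100% = wells lacking enzyme; many of its hits are not listed in these tables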
LYPLA1 inh: LYPLA1 inhibitors, primary screen, counter-screen for PME1 inhibitor project, biochemical, fluorescence polarization, FP-Rh probe ABPP; recombinant LYPLA1; inhibition, % at 5.9 µM; 0.16% of 320,000 active; AID 2174, 2009;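 active means inhibition above the mean of all tested compounds plus 3 SD, set per campaign, cut at about 14% in these data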;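 further: inhibitors block serine hydrolase probe labeling of LYPLA1 so polarization falls; 0% = enzyme with DMSO and 100% = wells lacking LYPLA1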
Target sequence (O75608 whole entry, looked up): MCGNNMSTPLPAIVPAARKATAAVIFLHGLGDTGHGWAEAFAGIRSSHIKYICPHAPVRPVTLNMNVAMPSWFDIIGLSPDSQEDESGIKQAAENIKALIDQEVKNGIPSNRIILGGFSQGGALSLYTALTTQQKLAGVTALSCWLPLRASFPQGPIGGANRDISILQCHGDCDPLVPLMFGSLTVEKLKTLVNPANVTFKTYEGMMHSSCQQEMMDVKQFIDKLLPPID
PAFAH1B2 inh: PAFAH1B2 enzyme inhibitors, primary screen, biochemical, fluorescence polarization, human; Platelet-activating factor acetylhydrolase IB subunit alpha2 (Homo sapiens), P68402; inhibition, % at 3.39 µM; recombinant PAFAH1B2, FP-rhodamine activity probe; 1.2% of 340,000 active;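 active means inhibition above the mean of all tested compounds plus 3 SD, cut at about 24% in these data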;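 further: 0% = enzyme with DMSO and 100% = wells lacking PAFAH1B2; many of its hits are not listed in these tables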
Target sequence (P68402 whole entry, looked up): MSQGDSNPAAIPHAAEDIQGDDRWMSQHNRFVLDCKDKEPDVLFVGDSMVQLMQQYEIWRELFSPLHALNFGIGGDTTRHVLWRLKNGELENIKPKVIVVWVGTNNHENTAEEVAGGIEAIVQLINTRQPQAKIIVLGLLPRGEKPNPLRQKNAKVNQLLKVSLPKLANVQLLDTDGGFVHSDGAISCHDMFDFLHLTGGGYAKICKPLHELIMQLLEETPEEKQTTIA
EBNA-1 inh: EBNA-1 DNA-binding inhibitors, primary screen, biochemical, fluorescence polarization; inhibition, % at 14.8 µM; AID 1950, 2009; 0.34% of 300,000 active; in the data active means inhibition above about 28%
PAFAH2 inh: PAFAH2 enzyme inhibitors, primary screen, biochemical, fluorescence polarization, human; Platelet-activating factor acetylhydrolase 2, cytoplasmic (Homo sapiens), Q99487; AID 492956, 2010; recombinant PAFAH2, FP-rhodamine activity probe; inhibition, % at 3.39 µM; 0.99% of 340,000 active;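 active means inhibition above the mean over all tested compounds plus 3 SD, cut at about 30% in these data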;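 further: inhibitors block probe labeling of enzyme so polarization drops; 0% = enzyme with DMSO and 100% = wells lacking PAFAH2 protein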
PAFAH1B3 FP inh: PAFAH1B3 enzyme inhibitors, primary screen, biochemical, fluorescence polarization, human; recombinant PAFAH1B3, FP-rhodamine probe; inhibition, % at 3.39 µM; 0.28% of 340,000 active;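 active means inhibition above the screen-wide average of all tested compounds plus 3 SD, cut at about 25% in these data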;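 further: 0% = enzyme with DMSO only and 100% = wells lacking PAFAH1B3 protein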
ZTA DNA inh: blocks Epstein-Barr virus ZTA, an EBNA-1 counter-screen. P03206. ZTA-DNA binding, fluorescence polarization. inhibition, % at 11 µM. 0.15% of 320,000 active. AID 2234; in the data active means inhibition above about 33%
Target sequence (P03206 whole entry, looked up): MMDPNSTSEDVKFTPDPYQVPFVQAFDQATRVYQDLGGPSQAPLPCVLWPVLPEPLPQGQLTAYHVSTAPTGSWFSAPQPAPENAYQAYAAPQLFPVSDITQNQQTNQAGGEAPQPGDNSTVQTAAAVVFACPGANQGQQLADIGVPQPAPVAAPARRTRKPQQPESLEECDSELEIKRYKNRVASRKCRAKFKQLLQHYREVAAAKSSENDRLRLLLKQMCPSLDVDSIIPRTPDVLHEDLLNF
LYPLA2 inh: LYPLA2 inhibitors, primary screen, counter-screen for PME1 inhibitor project, biochemical, fluorescence polarization, FP-Rh probe ABPP; Acyl-protein thioesterase 2 (Homo sapiens), O95372; recombinant LYPLA2; inhibition, % at 5.9 µM; 0.38% of 320,000 active; AID 2177, 2009;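 active means inhibition above the screen-wide mean plus 3 SD, limit set per campaign, cut at about 26% in these data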;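 further: 0% = LYPLA2 with DMSO and 100% = wells lacking LYPLA2 enzyme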
Target sequence (O95372 whole entry, looked up): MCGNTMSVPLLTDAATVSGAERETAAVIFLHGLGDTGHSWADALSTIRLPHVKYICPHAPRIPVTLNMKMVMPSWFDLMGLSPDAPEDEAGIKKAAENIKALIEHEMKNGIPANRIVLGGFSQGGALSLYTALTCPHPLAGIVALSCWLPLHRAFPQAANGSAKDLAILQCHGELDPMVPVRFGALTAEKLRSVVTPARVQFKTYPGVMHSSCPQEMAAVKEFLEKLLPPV
* hit, by the source's call; . = not tested or not shown. A portion of the library; the hit share may differ from the screen's.

item | mol | pPAFAH inh | PREPL inh | LYPLA1 inh | PAFAH1B2 inh | EBNA-1 inh
1 | CSc1nc2ccc(NC(=O)c3c(F)cccc3F)cc2s1 | 9 | -2 | 0 | -1 | -6
2 | CCOC(=O)c1nc(Nc2ccc(C(C)=O)cc2)c2ccccc2n1 | -2 | -5 | -6 | 1 | -3
3 | CCCc1nnc(SCC(=O)N2CCCC(C)C2)n1CCOC (stereo unspecified) | 0 | 18 | -1 | 5 | 2
4 | Fc1ccc(/C=N/NC(=S)Nc2ccc(Cl)cc2Cl)cc1 | 2 | -9 | 3 | 3 | 14
5 | COc1cc(OC)c(C2CC(=O)N3CN(c4ccc(C)cc4)CSC3=C2C#N)cc1OC (stereo unspecified) | 12 | 10 | -1 | 5 | -2
6 | COc1ccc(C)cc1NCc1cc(=O)oc2cc(-c3ccccc3)c(O)cc12 | 19 | 5 | 2 | -2 | 0
7 | C=CCn1c(=O)c(C#N)cc2c(=O)n3ccccc3nc21 | -1 | 9 | -4 | 1 | 5
8 | CCC1(c2ccc(F)cc2)NC(=O)N(CC(=O)Nc2cccc(S(=O)(=O)N3CCCCC3)c2)C1=O (stereo unspecified) | 6 | -8 | 0 | -4 | -7

item | PAFAH2 inh | PAFAH1B3 FP inh | ZTA DNA inh | LYPLA2 inh
1 | -8 | -1 | -14 | 15
2 | 8 | 6 | 7 | -3
3 | -3 | 2 | -8 | 4
4 | -2 | -4 | 4 | -8
5 | -4 | -1 | -8 | 0
6 | -3 | 3 | -37 | -1
7 | -4 | 4 | -13 | -5
8 | 8 | 2 | -14 | 1

Next structures follow:
item | mol | pPAFAH inh | PREPL inh | LYPLA1 inh | PAFAH1B2 inh | EBNA-1 inh
9 | NC(CO)C(=O)NNCc1ccc(O)c(O)c1O (stereo unspecified) | 28* | 30 | -18 | 6 | 1
10 | O=C(CSc1ccccc1Cl)N1CCC(c2nc3ccccc3s2)CC1 | 5 | -2 | 1 | 6 | 5
11 | Cn1c(C(=O)NCC2CCCO2)cc2c(=O)n(C)c3ccccc3c21 (stereo unspecified) | -9 | 7 | 1 | 6 | -4
12 | CCOc1cc(CNS(=O)(=O)c2ccc3c(c2)CC(=O)N3C)cc(OCC)c1OCC | 4 | 9 | -1 | -2 | -4
13 | COc1ccc([N+](=O)[O-])cc1NC(=O)Cn1ccsc1=N | 3 | 4 | 2 | 0 | -3
14 | CCOc1ccc(NC(=O)CCNC(=O)c2ccco2)cc1 | 1 | 7 | 1 | -3 | -19
15 | CCN(CC(=O)Nc1ccc(NC(C)=O)cc1)C(=O)Cc1coc2cc(C)c(C)cc12 | 3 | 12 | 5 | -1 | 2
16 | Cn1ncc(N=Cc2ccccc2)c1C(=O)Nc1cccc(Cl)c1 | 3 | -4 | -3 | -1 | -4

item | PAFAH2 inh | PAFAH1B3 FP inh | ZTA DNA inh | LYPLA2 inh
9 | 8 | 19 | -10 | -31
10 | 13 | 4 | -5 | -8
11 | -1 | 5 | 2 | -9
12 | 2 | 0 | -7 | 0
13 | 0 | 12 | 4 | 9
14 | 5 | 9 | -2 | 2
15 | 6 | 6 | 1 | 2
16 | 2 | 1 | -19 | 4

Continued:
item | mol | pPAFAH inh | PREPL inh | LYPLA1 inh | PAFAH1B2 inh | EBNA-1 inh
17 | COc1ccc(N/C(=N\c2nc(C)cc(C)n2)NC(C)=O)cc1OC | 0 | -2 | -2 | 0 | 4
18 | Cc1ccc(C)c(N=Nc2nc3ccccc3n2C)c1 | 7 | 16 | 3 | 2 | -5
19 | O=C(Cc1ncc(C(F)(F)F)cc1Cl)NCc1ccco1 | -2 | 16 | 5 | 3 | -19
20 | COc1ccc(/C=C2\Oc3cc(OCC(=O)N4CC(O)C[C@H]4C(=O)O)ccc3C2=O)cc1OC (stereo partly specified) | 1 | -8 | -1 | -2 | 7
21 | CCCCc1ccc(NC(=O)CSc2nc(=O)n(CCN(CC)CC)c3c2CCCC3)cc1 | 6 | 3 | 0 | 1 | 1
22 | CCOc1ccc(N2C(=O)NC(Cc3c[nH]c4ccccc34)C2=O)cc1 (stereo unspecified) | 5 | 13 | -1 | 0 | 12
23 | COc1cc2c(cc1OC)C(C)N(C(=S)NC(=O)c1ccccc1)CC2 (stereo unspecified) | 1 | -2 | -2 | 5 | 10
24 | Cc1cc(C)c(S(=O)(=O)c2ccccc2)c(=O)[nH]1 | -1 | -2 | 2 | 7 | -11

item | PAFAH2 inh | PAFAH1B3 FP inh | ZTA DNA inh | LYPLA2 inh
17 | 0 | 1 | -2 | 7
18 | 0 | -5 | -5 | 8
19 | -1 | -1 | -2 | -1
20 | -7 | 3 | 5 | -5
21 | 2 | 5 | 10 | 2
22 | 2 | 7 | 14 | 7
23 | 1 | 2 | 20 | 0
24 | -4 | 6 | -11 | 5

(cont.)
item | mol | pPAFAH inh | PREPL inh | LYPLA1 inh | PAFAH1B2 inh | EBNA-1 inh
25 | CCCCn1c(N)c(N(CC)C(=O)CCNC(=O)c2ccc(Cl)cc2)c(=O)[nH]c1=O | 4 | 4 | . | 0 | .
26 | COc1ccc(C(=O)Cc2nnc(C)s2)c(OC)c1 | 3 | -2 | 2 | 1 | -1
27 | CCN(CC)CCCN=Cc1c(O)n(-c2ccccc2C)c(=O)c2ccccc12 | 0 | 4 | -1 | 4 | 4
28 | COc1ccc(CC(=O)O/N=C(\N)c2ccc(Br)cc2)cc1OC | 9 | -2 | -3 | 9 | 2
29 | Cc1ccc(CSc2nc3ccsc3c(=O)n2Cc2ccccn2)cc1 | 6 | 8 | 0 | 0 | -2
30 | O=C(CSc1ccccn1)Nc1ccc(N2CCOCC2)cc1 | 5 | 12 | 0 | 2 | 8
31 | O=[N+]([O-])c1ccc(-c2nc(NCc3ccccc3)c3ccccc3n2)cc1 | 0 | 6 | -1 | 2 | 2
32 | CCOc1ccc(-n2c(C)c(C(C)=O)c(C(C)=O)c2C)cc1 | -2 | 11 | 2 | 3 | -15

item | PAFAH2 inh | PAFAH1B3 FP inh | ZTA DNA inh | LYPLA2 inh
25 | -5 | 1 | . | .
26 | 1 | 4 | 8 | -3
27 | -8 | 1 | -3 | 0
28 | -2 | -1 | -10 | 5
29 | -7 | 8 | 4 | -2
30 | 5 | 0 | 8 | 0
31 | 4 | -6 | 5 | 2
32 | 3 | 6 | -9 | 0

Additional structures follow.
item | mol | pPAFAH inh | PREPL inh | LYPLA1 inh | PAFAH1B2 inh | EBNA-1 inh
33 | COc1ccc(N2CCN(C(=O)C3(S(=O)(=O)c4ccc(C)cc4)CC3)CC2)cc1 | 1 | -13 | 3 | -8 | 5
34 | O=C(NC1CCCCC1)N1CCN(c2ncccn2)CC1 | -1 | 8 | 0 | 1 | -1
35 | Cc1cc(NC(=O)CSc2ccccc2)no1 | 2 | 19 | -5 | 6 | 4
36 | COc1cc(OC)cc(C(=O)NCC(=O)N2CCN(S(=O)(=O)c3ccccc3F)CC2)c1 | 1 | -4 | . | 7 | .
37 | CCn1ncc(CNC(=O)C2(C)CC2(Br)Br)c1C (stereo unspecified) | 0 | 0 | 3 | 1 | 9
38 | COc1cc(CN(C)Cc2cc(=O)oc3cc(C)c(Cl)cc23)ccc1OC(F)F | 5 | -25 | -3 | 0 | 0
39 | CCOc1ccc(-c2cn3ccccc3n2)cc1 | -3 | 18 | 1 | -2 | -6
40 | O=C(N/N=C/c1ccccc1F)c1cccc2ccccc12 | 0 | -12 | 0 | 5 | 7

item | PAFAH2 inh | PAFAH1B3 FP inh | ZTA DNA inh | LYPLA2 inh
33 | -14 | 5 | -2 | 9
34 | -5 | 10 | -9 | 1
35 | -4 | 5 | -18 | -2
36 | 8 | 13 | . | .
37 | 4 | 8 | -2 | 0
38 | -11 | 7 | 16 | -3
39 | -6 | 4 | -2 | 0
40 | -11 | -5 | 8 | 3

(next part)
item | mol | pPAFAH inh | PREPL inh | LYPLA1 inh | PAFAH1B2 inh | EBNA-1 inh
41 | CC(C)C[C@H](NC(=O)Nc1ccc2c(c1)OCCO2)C(=O)O | 3 | 0 | 1 | 3 | 10
42 | COc1cccc(-c2nc(CS(=O)(=O)CC(=O)Nc3ccccc3Br)c(C)o2)c1 | 4 | -7 | 0 | 7 | 4
43 | COc1ccc(/C=C2\C(=O)N(Cc3ccc(F)cc3)CC(=O)N2Cc2ccccc2)cc1 | 5 | 17 | 0 | 8 | 13
44 | NC1=NC(=O)/C(=C\c2ccco2)S1 | 30* | 22 | 2 | 8 | -4
45 | CCCCC(=O)Oc1c(S(=O)(=O)c2ccccc2)c(C)nn1C(C)(C)C | 3 | 15 | -1 | -5 | 8
46 | Cc1cc(NC(=O)c2ccc(Cl)cc2)n(CCC#N)n1 | 3 | -2 | 0 | 3 | 2
47 | O=C(N/N=C/C(Br)=C/c1ccccc1)c1ccccc1[N+](=O)[O-] | 8 | -1 | -3 | -1 | 12
48 | COc1ccc(C2=CC3=C(Br)C(=O)C(C)(O)C(=O)C3=CO2)cc1 (stereo unspecified) | 15 | 7 | 0 | 8 | 4

item | PAFAH2 inh | PAFAH1B3 FP inh | ZTA DNA inh | LYPLA2 inh
41 | 1 | 5 | 1 | 4
42 | 8 | 3 | -12 | 2
43 | 6 | 9 | 1 | -2
44 | 21 | 14 | 10 | -1
45 | 12 | -10 | -10 | -3
46 | 5 | 3 | 3 | -2
47 | 3 | 6 | -8 | 1
48 | 8 | 13 | -5 | -2

Remaining list, next part
item | mol | pPAFAH inh | PREPL inh | LYPLA1 inh | PAFAH1B2 inh | EBNA-1 inh
49 | CCc1c(C)sc(NC(=O)CN2CCN(C(=O)c3ccco3)CC2)c1C(=O)OC | 12 | 15 | 0 | 2 | 10
50 | O=C(Oc1ccc2c(=O)c(Cl)coc2c1)c1ccncc1 | 3 | -7 | -1 | 2 | -1
51 | CNC(=O)c1[nH]cnc1C(=O)Nc1ccccn1 | 6 | -2 | -1 | -1 | 7
52 | O=C(Nc1ccc(S(=O)(=O)N2CCCC2)cc1)c1ccc2c(=O)n3c(nc2c1)CCCCC3 | 4 | -4 | 0 | 0 | 6

item | PAFAH2 inh | PAFAH1B3 FP inh | ZTA DNA inh | LYPLA2 inh
49 | 4 | 7 | -6 | 6
50 | -6 | 10 | -7 | -4
51 | 3 | 5 | -1 | 4
52 | -1 | 0 | 8 | -3
